KOR beta-arrestin-1 = kappa opioid receptor blockers – cell-based, luminescence, uHTS (AID 1778). inhibition, % at 10 µM, or IC50 in µM where a hit was titrated. actives 0.091% (n = 290,000). KOR beta-arrestin recruitment, luminescence, antagonist mode; higher % means a stronger effect; further: strong numbers were not always called active
HIV fusion peptide = cell-free HIV fusion peptide-binding blockers – biochemical, uHTS, fluorescence dequenching, primary screen (AID 1986); actives 0.3% (n = 290,000); cell-free peptide binding, fluorescence dequenching, 30 min; higher % means a stronger effect; one-dose inhibition, % at 20 µM; IC50 in µM for titrated hits; in the data active means inhibition mostly above about 52%, no sharp cut-off; inactive means mostly below about 76%; further: some results filed as inactive read as strong as hits
NOD1 inhibition = inhibition of NOD1-driven NF-kB reporter – cell-based, luminescence, uHTS, primary screen (AID 1578); NOD1-driven NF-kB luciferase reporter cells, luminescence; higher % means a stronger effect; inhibition, % at 4 µM, or EC50 in µM where a hit was titrated; actives 1% (n = 290,000); in the data active means inhibition mostly above about 36%, no sharp cut-off; inactive means mostly below about 34%;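 further: HEK-293T reporter cells stimulated with the NOD1 agonist gamma-tri-DAP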
Yfh1-depleted yeast = mitochondrial function rescue without frataxin homolog – Friedreich's ataxia, plus single-dose screen, dose response (AID 1465); one-dose fold induction at 50 µM; EC50 in µM for titrated hits; actives 0.074% (n = 220,000); S. cerevisiae Yfh1-off respiration, WST-1 reduction, 72 h; higher fold induction means a stronger effect;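 active means fold induction of absorbance versus untreated yeast above a set limit, then at least 30% activation at any dose in follow-up; inconclusive means repeats straddling the limit, or above it without dose testing; inactive means fold induction below the set limit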;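 further: activators that raise dye reduction in frataxin-depleted yeast; strong numbers were not always called active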
AID2073 = inhibitors of Mint1-CaV2.2 protein interaction, biochemical, HTRF (AID 2073) | HTRF protein-protein interaction, Mint1-CaV2.2; higher % means a stronger effect | inhibition, % at 20 µM, or IC50 in µM where a hit was titrated | actives 0.19% (n = 290,000); in the data active means inhibition mostly above about 51%, no sharp cut-off; inconclusive means no clear call, values can overlap the other calls; inactive means mostly below about 53%; further: some results filed as inactive read as strong as hits
HEK293 NOD2/NF-kB = NOD2 signaling inhibitors, cell-based, luminescence, uHTS, HEK293 (AID 1566) | HEK293 NOD2/NF-kB luciferase reporter, luminescence; higher % means a stronger effect | one-dose inhibition, % at 4 µM; EC50 in µM for titrated hits | actives 0.63% (n = 290,000); further: many of its hits are not listed in these tables
West Nile antiviral = inhibition of WNV-induced cytopathic effect – cell-based, CPE readout (AID 1621); West Nile virus-infected cells, CPE inhibition; higher % means a stronger effect; one-dose CPE inhibition, % at 10 µM; IC50 in µM for titrated hits; actives 0.02% (n = 290,000); in the data active means a potency from the dose series; inconclusive means CPE inhibition mostly from about 3.7% at the one dose, without a potency; inactive means the rest, 99 in 100 with CPE inhibition below about 2.2%; further: strong numbers were not always called active
Dengue-2 NS5 capping = Dengue-2 NS5 methyltransferase inhibitors, primary screen, biochemical, confirmation dose response (AID 588689); Dengue-2 NS5 methyltransferase capping enzyme assay, biochemical; higher % means a stronger effect; actives 0.3% (n = 340,000); one-dose inhibition, % at 25 µM; IC50 in µM for titrated hits; in the data active means a potency from the dose series; inconclusive means inhibition above about 29% without an active follow-up result
KOR beta-arrestin-2 = KOR agonists, beta-arrestin recruitment, primary screen, cell-based, luminescence, uHTS (AID 1777); KOR beta-arrestin recruitment, luminescence; higher % means a stronger effect; activation, % at 10 µM, or EC50 in µM where a hit was titrated; actives 0.02% (n = 280,000); in the data active means activation above about 50%, passing the limit was not always enough; further: a part of the inactive calls stands beside numbers as strong as those of hits
Dengue-2 NS5 capping pilot replicate = second read-out of Dengue-2 NS5 capping, no call of its own (marks repeat the call); inhibition, %; measured here: pilot screen replicate inhibition
Numbers without * were called inactive; i = inactive; ? = inconclusive; . = no result given; [ ] = dose if it differs, or a comment. Unless noted, no stated cut-off is given here; in the data, active means inhibition above about 50%; inactive means the rest. The list is partial; the hit share may differ from the screen's.

SMILES	KOR beta-arrestin-1	HIV fusion peptide	NOD1 inhibition	Yfh1-depleted yeast	AID2073	HEK293 NOD2/NF-kB	West Nile antiviral	Dengue-2 NS5 capping	KOR beta-arrestin-2	others
CCS(=O)(=O)c1nc(S(=O)(=O)c2ccc(Cl)cc2)c(NCc2ccccn2)s1	-3%	-0.9%	-12%	i	8%	13%	0.0%	-13%	4.0%
N#CC(C(=O)CCN1C(=O)C2CC=CCC2C1=O)c1nc2ccccc2[nH]1 (configuration not stated)	33%	-2.0%	-9%	i	0%	16%	0.2%	-6%	7.0%
COC(=O)c1ccc(S(=O)(=O)N2CCC(c3nc4ccccc4o3)CC2)cc1	-8%	4.3%	-16%	i	10%	8%	0.8%	-4%	1.3%
O=C(CN1CCCC(O)C1)N1c2ccccc2Sc2ccc(C(F)(F)F)cc21 (configuration not stated)	-11%	2.7%	8%	i	6%	-19%	-0.4%	2%	-2.4%
CN1CCN(C(=S)c2ccc(-c3cc(Cl)ccc3Cl)o2)CC1	-8%	0.9%	-10%	i	-4%	9%	-1.5%	-2%	-0.1%
CCOc1ccc(OCCNC2CCCC2)cc1	-14%	0.1%	-3%	i	4%	-36%	0.2%	2%	3.0%
COn1c(=O)c(=O)n(O)c2ccccc21	-50%	1.0%	-10%	i	3%	-22%	-0.3%	-1%	4.7%
Cc1c(C(C)C)c(=O)n(-c2ccc(S(=O)(=O)NC(C)C)cc2)n1C	-14%[20 µM]	-1.3%	9%	i	-6%	4%	-1.6%	.	.
COc1cc(C)c(S(=O)(=O)n2nnc3ccccc32)cc1C	17%	0.3%	-16%	i	2%	15%	0.0%	-6%	-0.6%
Cc1ccccc1NC(=S)NC1CC2CCC(C1)N2Cc1ccco1 (configuration not stated)	-8%	0.0%	13%	i	-8%	0%	-0.1%	0%	-0.3%

The last 7 compounds of the section above open the next one:
SMILES	KOR beta-arrestin-1	HIV fusion peptide	NOD1 inhibition	Yfh1-depleted yeast	AID2073	HEK293 NOD2/NF-kB	West Nile antiviral	Dengue-2 NS5 capping	KOR beta-arrestin-2	others
O=C(CN1CCCC(O)C1)N1c2ccccc2Sc2ccc(C(F)(F)F)cc21 (configuration not stated)	-11%	2.7%	8%	i	6%	-19%	-0.4%	2%	-2.4%
CN1CCN(C(=S)c2ccc(-c3cc(Cl)ccc3Cl)o2)CC1	-8%	0.9%	-10%	i	-4%	9%	-1.5%	-2%	-0.1%
CCOc1ccc(OCCNC2CCCC2)cc1	-14%	0.1%	-3%	i	4%	-36%	0.2%	2%	3.0%
COn1c(=O)c(=O)n(O)c2ccccc21	-50%	1.0%	-10%	i	3%	-22%	-0.3%	-1%	4.7%
Cc1c(C(C)C)c(=O)n(-c2ccc(S(=O)(=O)NC(C)C)cc2)n1C	-14%[20 µM]	-1.3%	9%	i	-6%	4%	-1.6%	.	.
COc1cc(C)c(S(=O)(=O)n2nnc3ccccc32)cc1C	17%	0.3%	-16%	i	2%	15%	0.0%	-6%	-0.6%
Cc1ccccc1NC(=S)NC1CC2CCC(C1)N2Cc1ccco1 (configuration not stated)	-8%	0.0%	13%	i	-8%	0%	-0.1%	0%	-0.3%
CC1CCCCC1NC(=O)CCS(=O)(=O)c1cccc2nonc12 (configuration not stated)	-60%	-2.9%	9%	i	-4%	4%	-1.1%	1%	3.1%
COc1ccc(OC(=O)NCCc2ccccc2)cc1	9%	-0.2%	-7%	i	-4%	-58%	0.2%	6%	3.5%
OCC1(Cc2ccc(F)cc2)CCCN(Cc2ccc(F)cc2Cl)C1 (configuration not stated)	-46%	0.1%	52%	.	6%	-50%	-0.8%	-7%	0.8%
COC(=O)C1(C(F)(F)F)C2C=CC(C2)N1S(=O)(=O)c1ccc(C)cc1 (configuration not stated)	26%	0.0%	37%	.	10%	12%	-1.4%	0%	-1.5%
Cc1[nH]c2ccccc2c1C1(O)C(=O)N(C(C)C)c2ccccc21 (configuration not stated)	-12%	2.8%	0%	i	3%	-2%	-0.7%	0%	1.9%	Dengue-2 NS5 capping pilot replicate=3.6
CNS(=O)(=O)c1cn(CC(=O)NCc2ccc(F)cc2)cc1S(=O)(=O)NC	-5%	-0.9%	-15%	.	12%	-7%	0.4%	0%	-2.7%
COc1cc(=O)[nH]c(SC(C)C(=O)Nc2nc3c(s2)CCCC3)n1 (configuration not stated)	-28%	2.6%	-15%	.	-4%	14%	0.2%	-4%	-3.8%
O=C(NCCN1CCOCC1)c1cc(-c2ccccc2)on1	12%	0.6%	-38%	i	0%	-44%	1.4%	-3%	-3.3%
O=C(c1cccs1)n1nc(-c2ccccc2)nc1NCc1ccc(F)cc1	-4%	-1.5%	-6%	i	3%	-1%	-0.2%	-1%	71%
COC(=O)CSc1nnc(CNC(=O)c2ccc(S(=O)(=O)N3CCOCC3)cc2)n1C	1%	0.3%	-10%	i	9%	20%	0.2%	-2%	-3.5%
c1ccc(-c2nnc(-c3ccccn3)c(-c3ccccn3)n2)nc1	18%	-1.8%	9%	i	2%	-22%	0.0%	.	1.1%
CCOC(=O)Cc1csc(NC(=O)/C=C/c2ccccc2Cl)n1	23%	0.7%	-9%	i	-1%	16%	0.6%	-1%	1.7%
O=Cc1[nH]c2ccccc2c1N(C(=O)CCl)c1ccccc1	-4%	0.5%	.	i	9%	.	0.3%	4%	4.0%
CCOC(=O)c1ccc(N2C(=O)CC(N3CCCC(C)C3)C2=O)cc1 (configuration not stated)	-13%	6.0%	-3%	i	1%	2%	-0.3%	-3%	-4.5%
CCCCNC(=O)CC1N=C2c3ccccc3N=C(SCC(=O)Nc3ccccc3C)N2C1=O (configuration not stated)	7%	0.6%	0%	i	2%	8%	-0.1%	-7%	-8.8%
O=C(Cn1c(=O)oc2cccnc21)Nc1ccccc1Oc1ccc(Cl)cc1Cl	16%	0.8%	-1%	i	-4%	-15%	0.5%	.	-4.5%
O=C(NCc1ccc2c(c1)OCO2)C1CC(=O)N(CCc2ccc(F)cc2)C1 (configuration not stated)	-20%	-0.4%	-15%	.	0%	12%	-0.1%	-2%	-4.6%
CN1C(C(=O)NCc2cccc(Br)c2)CC2Cn3c(nc4cc5ccccc5cc43)C21 (configuration not stated)	15%	1.9%	6%	i	0%	16%	-0.8%	2%	-0.6%
CCS(=O)(=O)N1CCC(NC(=O)c2ccco2)CC1	-6%	-0.6%	34%	i	-5%	25%	0.3%	-1%	-2.5%
Cc1cc(C(C)(C)C)cc(C)c1COC(=O)c1cccnc1	-18%	1.0%	26%	.	8%	8%	-0.9%	-18%	2.3%
N#CCC(=O)N/N=C/c1cc(-c2ccccc2)n(-c2ccc(Cl)cc2)c1-c1ccccc1	14%	1.2%	-6%	i	48%	-5%	-0.2%	.	-18%
CCCc1[nH]nc2c1C1(CCN(C(=O)OCc3ccccc3)CC1)C(C#N)=C(N)O2	-2%	-0.1%	9%	i	-6%	4%	-0.1%	-3%	-0.9%
COc1ccc(S(=O)(=O)N2CCN(C(=O)c3ccc([N+](=O)[O-])o3)CC2)cc1	-25%	3.2%	5%	.	0%	23%	0.7%	-12%	1.6%
CC1CCCN(c2nc3ccccc3nc2C(C#N)S(=O)(=O)c2ccccc2)C1 (configuration not stated)	-14%	-4.4%	102%*	.	-8%	23%	.	?	0.9%
O=C(CN(c1ccc(Cl)c(C(F)(F)F)c1)S(=O)(=O)c1ccccc1)N/N=C/c1cccc2c1OCCO2	19%	0.6%	19%	.	6%	-11%	.	-2%	-0.6%
CC(=O)N/C(=C\c1ccccc1)C(=O)OC/C=C/c1ccccc1	0%	-1.6%	-14%	.	4%	12%	-0.5%	-1%	-2.0%
CCc1ccc(C(=O)CSc2n[nH]c(-c3ccncc3)n2)cc1	2%	-0.7%	16%	i	2%	18%	-0.3%	-1%	-5.8%
CCOC(=O)N1C2C=C(C)[C@@H]2[C@@H]2CC(=O)N21 (some centres not stated)	-45%	-0.1%	-16%	i	2%	6%	0.1%	-7%	-2.3%
CC(C)(C)c1ccc(C2(C)NC(=O)NC2=O)cc1 (configuration not stated)	-12%	0.0%	24%	.	1%	9%	-0.9%	0%	-2.0%
CC(C)c1ccccc1NC(=O)Nc1ccc(F)cc1F	7%	-0.5%	-11%	i	-5%	8%	-0.5%	-3%	11%
CC(C)=CCCC(C)CN1CCC(n2nccc2NC(=O)c2ccc3c(c2)OCO3)CC1 (configuration not stated)	-24%	0.6%	-10%	.	2%	1%	-1.1%	-7%	-6.2%
Cc1c(Br)c(=O)oc2c(C)c(O)ccc12	-24%	-1.0%	-10%	i	44%	9%	-0.4%	-6%	-2.6%
CN(Cc1c(C(=O)N/N=C/c2cccc(O)c2)nnn1-c1nonc1N)C1CCCCC1	-20%	-1.2%	-6%	.	10%	17%	0.0%	-5%	7.4%
O=C(O)c1cccc(NC(=O)c2ccc(COc3ccc(Cl)cc3)cc2)c1	-26%[20 µM]	42%	-19%	.	1%	-6%	1.0%	1%	7.2%	Dengue-2 NS5 capping pilot replicate=2.1
COC(=O)c1[nH]c2cccc(OC)c2c1NC(=O)CN1CCN(c2cccc(OC)c2)C(C)C1 (configuration not stated)	-27%	-2.3%	0%	i	16%	10%	0.1%	-5%	-3.5%
CCOC(=O)c1cc(C)n(CCc2ccccc2)c1C	22%	-0.1%	-18%	.	38%	-18%	-0.2%	-6%	-2.2%
O=C(NCCc1cccs1)C1CC(c2cccc([N+](=O)[O-])c2)=NO1 (configuration not stated)	-13%	-0.9%	9%	i	-6%	2%	-0.2%	-10%	4.9%
O=C1OC2(O)C3C4C=CC(C4)C3C(=O)N2c2ccccc21 (configuration not stated)	13%	-0.4%	0%	i	2%	12%	0.1%	1%	-1.0%
Cc1ccccc1Nc1nc(N2CCOCC2)nc(N2CCOCC2)n1	-23%	0.8%	-1%	.	9%	2%	0.2%	0%	3.0%
COc1ccccc1CNC(=O)/C=C/c1ccc(S(=O)(=O)N2CCOCC2)cc1	2%	0.4%	-22%	i	-1%	14%	-0.4%	-12%	-6.6%
CC(C)C[C@H](NC(=O)c1cc2cc(Cl)ccc2n1C)C(=O)N1CCC[C@H]1C(=O)O	-24%[20 µM]	4.3%	-33%	.	14%	-7%	-0.7%	-1%	-2.8%
CC(=O)c1c(N2CCOCC2)nc2ccc(Br)cc2c1-c1ccccc1	29%	1.5%	11%	i	3%	23%	0.0%	.	-0.4%
CCCCOC(=O)c1ccc(NC(=S)NC(=O)c2c(Br)c(C)nn2C)cc1	16%	-1.3%	31%	i	-5%	12%	0.2%	-6%	8.1%
O=C(O)C1CCCCC1C(=O)Nc1ccc2c(c1)CCC2 (configuration not stated)	-14%	0.7%	-21%	i	-6%	12%	0.3%	-3%	0.9%
COc1cccc(N2CCN(S(=O)(=O)c3cc4c(cc3Cl)NC(=O)CO4)CC2)c1	-75%[20 µM]	12%	-10%	.	12%	12%	-0.3%	-1%	-3.0%

Source: PubChem BioAssay
